High-throughput results from PubChem.
MEKK2mut PB1 HTS – signal of MEK5 binding to mutant human MEKK2 PB1 domain; bead flow cytometry, Alexa488-MEK5 binding to MEKK2 mutant; percent response, % at 10 µM; 290,000 compounds, 0.35% hits; AID 1530; in the data active = percent response above about 24%, passing the limit was not always enough; note: inactives centre near 1; some results filed as inactive read as strong as hits; reference of the scale not given here
NALP1 yeast inh – NALP1 inhibition; inhibition, % at 10 µM; 280,000 compounds, 0.61% hits; S. cerevisiae NALP1/ASC/caspase-1 growth, X-gal OD620, 72 h; AID 2071; in the data active = inhibition mostly above about 24%, no sharp cut-off; inactive = mostly below about 32%; note: some compounds called inactive have numbers as strong as hits
MEKK2wt PB1 HTS – raises or lowers MEK5 binding to wildtype human MEKK2 PB1 domain | Q9Y2U5 | bead flow cytometry, Alexa488-MEK5 binding to MEKK2 WT; actives lie on both sides | binding response (% of control), % at 10 µM | 290,000 compounds, 1.1% hits; in the data active = binding response below about 67% or above about 130%
PHOSPHO1 block – inhibitors of human PHOSPHO1 phosphatase; Q8TCT1; AID 1565; 290,000 compounds, 1.1% hits; inhibition, % at 13.3 µM; recombinant PHOSPHO1, absorbance phosphatase assay; in the data active = inhibition above about 60%
GalR3 antagonist – human GalR3 antagonism. inhibition, % at 3 µM. 360,000 compounds, 0.44% hits. HEK293 GalR3-CNG cAMP membrane potential fluorescence; galR3 body fused to GalR1 C-terminus;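 active = inhibition above the screen-wide average plus 3 SD, cut at about 13% in these data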;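 note: forskolin and galanin both at EC90 stimulate the cells; cAMP rise reported by CNG channel membrane potential dye signal; 0% = forskolin plus galanin with DMSO and 100% = forskolin alone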
MEKK3 PB1 HTS – MEKK3-MEK5 PB1 interaction, increase or decrease | Q99759 | bead-based flow cytometry, Alexa488-MEK5 binding to MEKK3; actives lie on both sides; 0 = blocked by unlabeled MEK5, 100 = vehicle | binding response (% of control), % at 10 µM | 290,000 compounds, 1.4% hits;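 active = binding response more than 3 SD above or below the average of its plate-row segment, actives on both sides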;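 note: Alexa488 bead fluorescence after subtracting the streptavidin-only scavenger bead signal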
Target sequence (Q99759 whole entry, looked up): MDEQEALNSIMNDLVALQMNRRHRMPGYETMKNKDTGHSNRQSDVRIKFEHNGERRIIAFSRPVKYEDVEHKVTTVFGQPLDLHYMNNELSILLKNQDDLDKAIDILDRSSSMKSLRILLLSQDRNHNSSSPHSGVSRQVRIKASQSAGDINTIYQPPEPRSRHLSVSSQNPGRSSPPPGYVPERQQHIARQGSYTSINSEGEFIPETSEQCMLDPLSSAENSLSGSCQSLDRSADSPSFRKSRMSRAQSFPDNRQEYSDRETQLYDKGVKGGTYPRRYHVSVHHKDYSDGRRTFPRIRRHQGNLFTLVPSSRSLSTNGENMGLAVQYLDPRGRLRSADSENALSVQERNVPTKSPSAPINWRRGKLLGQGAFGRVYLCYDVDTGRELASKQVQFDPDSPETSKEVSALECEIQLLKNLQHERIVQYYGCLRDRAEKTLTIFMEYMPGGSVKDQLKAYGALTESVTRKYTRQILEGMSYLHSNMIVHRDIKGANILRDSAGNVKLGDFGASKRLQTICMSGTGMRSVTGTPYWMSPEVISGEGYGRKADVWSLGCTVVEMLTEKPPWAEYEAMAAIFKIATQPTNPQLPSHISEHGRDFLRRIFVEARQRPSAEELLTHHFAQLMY
GPR7 antag – human neuropeptides B/W receptor 1 antagonism; 290,000 compounds, 1.1% hits; GPR7-expressing cells, fluorescence antagonist assay; inhibition, % at 4.4 µM; P48145; in the data active = inhibition above about 16%, passing the limit was not always enough;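 note: cells stimulated with the agonist NPW; 0% = agonist with vehicle and 100% = vehicle without agonist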
OXTR agonist – activates the human oxytocin receptor; CHO-OTR cells, Fluo-8 calcium fluorescence; normalized: DMSO 0%, oxytocin 100%; activation, % at 3 µM; 320,000 compounds, 0.32% hits;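 active = activation above the mean of all tested compounds plus 3 SD, cutoff set per screening run, cut at about 20% in these data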;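 note: peak over basal fluorescence ratio from a 100 s FLIPR kinetic read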
V1aR counter – counter-screen for oxytocin receptor agonists: human V1a receptor agonists; CHO-V1R cells, Fluo-8 calcium fluorescence, agonist mode; 0% DMSO, 100% 3 nM vasopressin; activation, % at 3 µM; 320,000 compounds, 0.25% hits;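 active = activation above the mean activation of all tested compounds plus 3 SD, per screening run, cut at about 20% in these data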;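 note: signal is peak over basal fluorescence ratio across a 100 second FLIPR read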
Target sequence (P37288 whole entry, looked up): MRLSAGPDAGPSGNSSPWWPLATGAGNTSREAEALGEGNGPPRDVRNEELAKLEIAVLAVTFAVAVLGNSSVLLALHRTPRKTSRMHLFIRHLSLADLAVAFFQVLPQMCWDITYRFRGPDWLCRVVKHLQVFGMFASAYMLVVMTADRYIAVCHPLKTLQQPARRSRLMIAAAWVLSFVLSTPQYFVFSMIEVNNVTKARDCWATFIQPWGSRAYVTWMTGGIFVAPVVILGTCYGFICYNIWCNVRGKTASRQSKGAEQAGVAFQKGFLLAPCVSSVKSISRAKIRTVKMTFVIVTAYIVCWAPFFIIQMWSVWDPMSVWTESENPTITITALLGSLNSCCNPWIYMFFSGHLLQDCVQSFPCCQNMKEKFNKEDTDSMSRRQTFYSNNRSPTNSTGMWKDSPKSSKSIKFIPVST
Numbers without * were called inactive; nt = not tested or not shown; [ ] = another dose, or the depositor's remark.

Order of results: MEKK2mut PB1 HTS	NALP1 yeast inh	MEKK2wt PB1 HTS	PHOSPHO1 block	GalR3 antagonist	MEKK3 PB1 HTS	GPR7 antag	OXTR agonist	V1aR counter
CCc1cccc(NC(=O)CSCc2cc(=O)[nH][nH]2)c1
 : 0	3	94	17	-5	95	2	-0.8	0.1
O=S(=O)(N/N=C/c1ccc2c(c1)OCO2)c1ccc(Br)cc1
 : 5	12	100	25	-1	100	-14	-0.5	-0.9
COc1ccc(CCN(Cc2cccs2)S(=O)(=O)c2ccc(C(=O)O)cc2)cc1OC
 : -2	1	97	43	-1	99	-9	0.2	1.1
CC(C)c1ccc(/C=N/Nc2ccc(C(=O)O)cc2)cc1
 : -2	34	97	6	-4	100	-3	1.1	-0.1
CC(Cc1c[nH]c2ccccc12)NC(N)=O (configuration not stated)
 : 0	4	111	-10	-1	129*	-12	-0.2	0.3
NS(=O)(=O)c1ccc(NCc2c(F)cccc2Cl)cc1
 : 7	5	103	27	-7	106	-5	nt	nt
O=C(OCc1nc2ccccc2[n+]([O-])c1C(=O)c1ccccc1)c1cccnc1
 : -1	19	99	4	4	101	-6	-1.2	-0.6
CN1CCc2c(sc3c2c(=O)n(-c2ccccc2)c2n[nH]c(=S)n32)C1
 : 5	17	96	24	-3	100	-7	0.3	0.3
CCOC(=O)C(C)(C)Sc1nc2c(cnn2-c2ccc(F)cc2)c(=O)[nH]1
 : 4	-25	103	nt	-4	103	-9	-1.6	-1.2
Cc1cccc(C(=O)Nc2cc(=O)n(C)c(=O)n2C)c1
 : 2	21	109	-6	3	103	-7	0.2	0.8
Cc1ccc(-n2[nH]c3c4c(ccc3c2=O)C(=O)c2ccccc2C4=O)cc1
 : 1	-3	104	-4	-4	96	0	1.3	0.1
COc1ccc(/C=N/n2cncn2)cc1CSc1ccccn1
 : 5	-3	108	-2	-1	102	-5	-0.2	0.5
CC(=O)c1ccc(NC(=O)c2ccc(S(=O)(=O)c3ccccc3)cc2)cc1
 : -1	10	103	-10	-4	112	-2	6.6	6.7
COCCNC(=O)c1ccc2c(=O)n(Cc3ccco3)c(SCC(=O)NC3CCCCC3)nc2c1
 : 3	7	98	24	-1	102	-15	-1.3	-0.8
O=c1oc2cccnc2n1CCS(=O)(=O)c1ccc(F)cc1
 : -2	nt	96	37	8	91	-9	0.9	-2.8
CCCc1ccc(C(=O)CCC(=O)O)cc1
 : -2	-2	101	9	0	98	-4	-0.3	0.7
O=C(O)CSCC(=O)N1CCCN(c2nccc(C(F)(F)F)n2)CC1
 : 2	-1	104	nt	-13	102	-18	0.8	1.6
COc1cccc2cc(-c3ccccc3)c(=O)oc12
 : -1	-8	98	30	-5	94	6	-2.8	-1.2
CCCC(C)NC(=O)/C=C/c1cccc([N+](=O)[O-])c1 (configuration not stated)
 : 6	44	106	-22	2	108	-4	-0.2	-0.2
CCNC(=S)N=Nc1c(O)[nH]c2ccc(C(C)C)cc12
 : 2	25	102	-7	-3	107	-46	-3.3	-1.4
CC(C)(C)c1ccc(/C=N/Nc2cccc(C(=O)O)c2)cc1
 : -6	2	95	2	-3	96	-12	0.1	1.1
CCN(CC)S(=O)(=O)c1ccc2c(c1)c(=O)c(C(=O)NCCOC)cn2C
 : -2	nt	101	-7	-4	102	-10	0.4	0.2
CCSc1nnc(NC(=O)C(CC)(C(F)(F)F)C(F)(F)F)s1
 : 14	-9	110	9	-1	113	5	8.9	11
COCC(=O)N(C)c1nnc(-c2cnccn2)s1
 : -27	1	-1.0*[inhibitor]	0	0	0.0*[inhibitor]	5	0.1	-0.9
O=C(CC1C(=O)NCCN1Cc1ccoc1)NCCCn1ncc2ccccc21 (configuration not stated)
 : 3	-20	109	28	-4	103	-6	-0.8	-0.4
O=C(CCCNS(=O)(=O)c1cccs1)N1CCc2ccccc2C1
 : -2	25	101	12	-2	102	2	2.2	0.6
COc1cc(NC(=O)c2cc3ccccc3o2)c(OC)cc1Br
 : 0	25	98	15	4	99	0	-1.8	-0.3
FC(F)(F)c1cccc(-c2nc3nc(Cl)c(Cl)nc3[nH]2)c1
 : 5	37	75	5	nt	85	25*	22*	11
CC1CC(C)(C)NC(=S)N1CC(=O)NCc1ccc(Cl)cc1 (configuration not stated)
 : -1	0	106	-10	1	107	1	-0.3	0.0
CCOc1cc(S(=O)(=O)N2CCN(S(=O)(=O)CC)CC2)c(OCC)cc1-n1cnnn1
 : 0	12	101	14	3	103	9	0.6	-0.5
COc1cccc(NC(=O)NCCN2CCCCC2)c1
 : 13	5	110	25	-10	106	-15	0.2	1.2
COc1ccccc1/C=C(/C(=O)OCC(=O)N(C)Cc1ccccc1)c1ccccc1
 : 7	7	92	-16	-2	96	1	-0.9	1.1
Cc1ccc(-c2nc(C)sc2CC(=O)O)cc1
 : 1	25	111	29	-2	100	-13	-0.7	0.8
CCc1ccc(NC(=O)CN(c2ccccc2)S(=O)(=O)N(C)C)cc1
 : 2	10	99	35	-5	101	-10	-1.3	-0.8
Cc1cc[n+]2c3c(cccc13)CCC2
 : 29	40	115	22	-5	98	-5	0.1	1.1
CCN(CC(=O)NCc1ccc(F)cc1)CC(O)COCc1cccc(OC)c1 (configuration not stated)
 : 1	6	102	24	-1	104	-6	0.1	1.9
O=C(O)CCC(=O)N1N=C(c2ccc(Br)cc2)CC1c1ccc(Br)cc1 (configuration not stated)
 : 23	16	110	25	-7	112	1	4.0	4.5
O=C(CN(Cc1cccs1)C(=O)CSc1nnc(COc2ccccc2)o1)NC1CCCCC1
 : 2	18	101	18	13*	110	-15	0.2	-0.7
C/C(=N\N=C(N)N)c1ccc(Cl)cc1
 : 1	34	108	-9	-13	99	5	1.9	1.1
O=C(C1CCC1)N1CCN(c2ccccc2)CC1
 : 2	-4	98	nt	-8	102	-11	0.0	-1.0
COc1ccc(CC(=O)OCC(=O)Nc2c(C)n(C)n(-c3ccccc3)c2=O)cc1
 : 3	7	103	-17	-1	105	4	0.3	1.5
CCC(CC)NC(=O)CCCSc1nc2ccccc2[nH]1
 : -9	-10	88	24	0	96	-10	-0.6	-0.9
CC(=O)c1ccc(NC(=O)C2CC(=O)Nc3nc4ccccc4n32)cc1 (configuration not stated)
 : 3	nt	93	40	1	94	-8	1.6	2.2
CC(C)C(C(=O)NC1=NCCS1)c1ccc(Cl)cc1 (configuration not stated)
 : -2	10	98	53	-8	109	9	2.8	6.0
CCn1c(Oc2ccccc2)nc2c1c(=O)n(C)c(=O)n2C
 : 0	19	105	3	-4	106	-10	-0.9	-0.5
Cn1c(CN2CCOCC2)nnc1SCC(=O)NCCc1ccccc1
 : -1	12	98	7	0	96	-1	0.6	1.6
CSCCC(NC(=O)c1ccccc1Br)C(=O)Nc1ccc(C)cc1 (configuration not stated)
 : 15	20	111	-14	-6	106	-2	-2.4	-2.1
COc1ccccc1C(=O)Nc1cc2c(cc1C(=O)O)OCCCO2
 : 2	17	102	28	13*	103	5	0.2	-0.1
COn1c(=O)c(-c2ccc(Cl)cc2)[n+]([O-])c2ccccc21
 : 5	12	107	16	-5	103	-12	-1.1	0.2
COc1ccc(/C=C2\Oc3cc(OCC(=O)N4CCC[C@H]4CO)ccc3C2=O)c(OC)c1
 : 1	8	98	34	nt	98	-7	0.2	-0.6
CCc1nnc(NC(=O)COc2ccccc2[N+](=O)[O-])s1
 : 6	6	105	-6	-6	103	-11	-1.2	1.4
Cn1cc(/C=N\NC(=O)C2COc3ccccc3O2)c2ccccc21 (configuration not stated)
 : 4	20	108	0	-5	109	4	0.5	1.8
Cc1onc(-c2ccccc2)c1C(=O)N1CCN(S(=O)(=O)c2ccccc2C(F)(F)F)CC1
 : -1	16	103	24	-9	100	-1	-0.9	-0.1
O=c1cc(-c2ccccc2)nc2nc(-c3ccco3)[nH]n12
 : 9	16	104	6	-1	102	-9	-0.1	0.5
CC(C)C(=O)NC(=O)COC(=O)/C=C/c1cccs1
 : 3	11	105	23	-3	101	-5	0.0	1.0
CCOC(=O)CSc1nnc(C)c(C)n1
 : 4	nt	104	nt	-4	105	nt	0.4	-0.1
COc1cccc(NC(=O)N2CCCC(C(=O)NCc3ccc(F)cc3)C2)c1 (configuration not stated)
 : 4	3	109	-38	0	104	-2	0.1	-0.5
COCCn1c(C)cc(C2=NNC(=Nc3ccc(OC)cc3)SC2)c1C
 : -3	-3	102	-55	nt	98	-1	-0.7	-0.3
NNC(=O)COc1ccc(C(F)(F)F)cc1
 : -5	17	94	44	0	101	-10	0.2	0.4
CSC1=NCCN1C(=O)Cc1ccc(F)cc1
 : 3	1	101	-9	-1	104	7	0.2	-0.3

Quoted at random: 4 compounds from above
Order of results: MEKK2mut PB1 HTS	NALP1 yeast inh	MEKK2wt PB1 HTS	PHOSPHO1 block	GalR3 antagonist	MEKK3 PB1 HTS	GPR7 antag	OXTR agonist	V1aR counter
CSC1=NCCN1C(=O)Cc1ccc(F)cc1
 : 3	1	101	-9	-1	104	7	0.2	-0.3
CCc1nnc(NC(=O)COc2ccccc2[N+](=O)[O-])s1
 : 6	6	105	-6	-6	103	-11	-1.2	1.4
COc1ccc(CC(=O)OCC(=O)Nc2c(C)n(C)n(-c3ccccc3)c2=O)cc1
 : 3	7	103	-17	-1	105	4	0.3	1.5
COc1ccccc1C(=O)Nc1cc2c(cc1C(=O)O)OCCCO2
 : 2	17	102	28	13*	103	5	0.2	-0.1

Next section
Order of results: MEKK2mut PB1 HTS	NALP1 yeast inh	MEKK2wt PB1 HTS	PHOSPHO1 block	GalR3 antagonist	MEKK3 PB1 HTS	GPR7 antag	OXTR agonist	V1aR counter
O=C(NC(=S)Nc1cc(Cl)ccc1O)c1cccc(Br)c1
 : 1	12	68	34	-8	67	12	14	8.5
COc1cccc(-c2nc(CS(=O)CC(=O)NC3CC3)c(C)o2)c1 (configuration not stated)
 : 11	-20	107	10	nt	104	-13	0.0	1.1
Cc1onc(-c2ccccc2)c1-c1nc2ccccc2c(=O)o1
 : 3	11	105	6	16*	100	-5	-1.8	-1.2
COc1ccc(S(=O)(=O)NCC(c2cccnc2)N2CCN(Cc3ccccc3)CC2)cc1C (configuration not stated)
 : 17	13	128	41	3	103	-14	-0.6	-0.8
CC(CN1CCCC1)OC(=O)Cc1ccc(Cl)cc1 (configuration not stated)
 : 1	4	105	36	-8	100	3	-0.2	-0.9
CCOc1ccc(NC(=O)c2cccc3c2C(=O)N(Cc2cccnc2)C3)cc1
 : 7	24	114	0	-3	105	-6	5.7	3.8
CCCCCC(=O)Nc1nc(C)c(-c2csc(Nc3cc(Cl)ccc3C)n2)s1
 : 5	-11	113	70*	-6	107	1	-1.4	-0.8
CC[C@H](C)[C@H](NC(N)=O)C(=O)NNC(=O)c1ccc(COc2cccc3cccnc23)cc1
 : -1	-27	98	-124	-7	99	-6	1.1	0.9
COC(=O)C1=C(C)N(Cc2ccccc2)C(=O)/C1=C\c1ccco1
 : 0	4	98	16	-4	94	-1	-2.5	-0.9
O=C(CN1CCOCC1)Nc1nc2ccc(Br)cc2s1
 : -11	18	93	0	-4	91	3	3.0	3.2
O=C(COC(=O)c1cccnc1Nc1ccccc1F)NCc1ccc2c(c1)OCO2
 : -4	24	89	15	-4	90	-8	-1.0	-0.7
C/C(=N/NC(=O)c1cc(-c2cccc([N+](=O)[O-])c2)n[nH]1)c1ccc(Cl)cc1
 : 9	-22	107	-3	1	100	-9	1.1	0.1
Brc1c(CSc2nncn2-c2ccccc2)nc2ncccn12
 : 10	5	106	48	-5	105	-11	0.5	0.4
CN(CCO)c1cc(N(C)CCO)c([N+](=O)[O-])cc1[N+](=O)[O-]
 : 6	-13	103	12	-2	104	-6	0.9	-0.7
O=C(Cc1nnc(NC(=O)Nc2ccccc2F)s1)NCc1ccccc1
 : -6	nt	90	-26	1	89	0	2.8	2.6
